Bioassay records deposited in PubChem by several laboratories.
TRPC6 inhibitor: mouse TRPC6 channel inhibition; Q61143; AID 2553; B-score at 10 µM; hit rate 1.1% among 310,000; HEK293-TRPC6, membrane potential dye, ACh-evoked depolarization; stronger effect = lower value;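 active = B-score under library mean minus 3 SD, initial fluorescence not abnormally high, positive integrated signal ratio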;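 note: B-score derived from integrated fluorescence ratio over the kinetic read; more negative B-score means stronger inhibition of depolarization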
IEC-6 tox: counter-screen for KLF5 inhibitors: cytotoxicity in IEC-6 cells | IEC-6 cytotoxicity, luminescence viability | inhibition, % at 5 µM | hit rate 0.78% among 290,000; in the data active = inhibition above about 22%;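 note: 0% = plate median of test compound wells and 100% = cytotoxic reference compound wells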
MrgX1 antag: human MrgX1 receptor antagonism, primary screen | MRGX1-HEK293 calcium flux, Fluo-4, BAM8-22 antagonism; stronger effect = lower value | hit rate 1.3% among 310,000 | AID 588676 | Q96LB2 | B-score at 10 µM;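 active = calcium-response B-score plate-corrected more than 3 library SD below zero, starting fluorescence within 5 deviations, no agonist response on first addition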;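 note: peak minus trough fluorescence over baseline after final BAM8-22 challenge near maximal dose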
Target sequence (Q96LB2 whole entry, looked up): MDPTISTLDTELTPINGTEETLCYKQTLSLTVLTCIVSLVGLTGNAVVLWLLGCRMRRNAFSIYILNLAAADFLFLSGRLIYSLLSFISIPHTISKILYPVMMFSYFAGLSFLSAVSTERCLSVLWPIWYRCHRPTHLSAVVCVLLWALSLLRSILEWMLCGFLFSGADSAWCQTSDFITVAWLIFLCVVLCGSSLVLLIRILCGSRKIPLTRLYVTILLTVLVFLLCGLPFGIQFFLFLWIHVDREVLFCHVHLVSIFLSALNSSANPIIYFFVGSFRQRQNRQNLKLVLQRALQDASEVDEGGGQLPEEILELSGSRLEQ
HIF activator: HIF pathway transcriptional activation | hit rate 0.32% among 300,000 | U2OS HRE-luciferase reporter, luminescence; normalized: DMSO 0%, desferrioxamine 100% | activation, % at 7.5 µM (by protocol);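 active = mean activation of at least 10% of the iron chelator positive control signal, with at least half of replicates also reaching 10%; inconclusive = mean and replicate majority disagree about reaching 10%; inactive = mean and most replicates under 10%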
SKKanGAS inh: blocks kanamycin growth of S. pyogenes SKKanGAS strain; BacTiter-Glo, 6 h; inhibition, % at 7.5 µM; hit rate 1.3% among 300,000;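 active = mean replicate score, as percent of positive control median, at least 50; inconclusive = mean below 50 but one replicate at or above 50; inactive = mean and every replicate below 50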;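 note: strain carries kanamycin resistance gene driven by streptokinase promoter and grows in 40 µg/ml kanamycin; loss of luminescence reflects streptokinase promoter inhibition or plain growth inhibition; 0% = median of DMSO wells and 100% = positive control at its reference dose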
TRPC4 potent: TRPC4 (mouse) allosteric potentiation | Q9QUQ5 | HEK293 TRPC4beta/mu-opioid, DAMGO EC20, Fluo-4 Ca2+ flux; stronger effect = higher value | B-score at 10 µM | hit rate 0.42% among 310,000 | AID 2227;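 active = B-score of calcium response area above 5 SD of library B-scores, with initial fluorescence ratio within 5 SD of library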;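 note: B-score of integrated fluorescence ratio over time as area under calcium response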
aSyn 5UTR inh: 5' untranslated region of α-synuclein, MLPCN primary screen | hit rate 0.82% among 300,000 | alpha-synuclein 5'UTR reporter, inhibitor activity | inhibition, % (tested at 7.5 µM) | AID 1813; in the data active = inhibition above about 60%; inconclusive = no clear call, values can overlap the other calls;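 note: H4 neuroglioblastoma cells stably carrying SNCA 5'UTR luciferase fusion; 0% = DMSO wells and 100% = positive control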
TRPC6 act: activates the mouse TRPC6 cation channel; HEK293-TRPC6 membrane potential dye fluorescence; stronger effect = higher value; B-score at 10 µM; Q61143; hit rate 0.13% among 310,000; AID 2550;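 active = B-score of the integrated fluorescence ratio above library mean plus 3 SD, and starting fluorescence ratio within library mean plus 5 SD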;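 note: higher score means more depolarization so channel activation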
KLF5 inhibitor: inhibitors of KLF5 expression. DLD-1 KLF5 promoter-luciferase reporter, luminescence. inhibition, % at 5 µM. hit rate 0.23% among 290,000;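 active = inhibition above a per-plate limit of that plate's mean compound inhibition plus 3 SD, cut at about 60% in these data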;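 note: 0% = DMSO wells and 100% = LY294002 at 200 µM; higher means less KLF5 promoter-driven luciferase light; inactives centre near -14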
TRPC4 agonist: activators of mouse TRPC4 channel; hit rate 0.49% among 310,000; AID 2237; B-score at 10 µM; HEK293 TRPC4beta/mu-opioid, Fluo4 calcium fluorescence; stronger effect = higher value; Q9QUQ5;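 active = B-score above 5 SD of library B-scores, and initial fluorescence ratio not above library mean plus 5 SD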;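 note: positive B-score marks a calcium rise read as TRPC4 activation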
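Material: HEK293 stable line with TRPC4beta plus mu-opioid receptor; technique: Fluo4 calcium-sensitive dye fluorescence, kinetic, 1 Hz baseline; timing: Fluo4 dye loading 45 min at room temperature, 110 s recording; controls: assay buffer as low control, maximal DAMGO as high control; read-out: integrated baseline-normalised fluorescence ratio, converted to per-well B score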
TRPC4 block: TRPC4 (mouse) channel inhibition. HEK293 TRPC4beta/mu-opioid, DAMGO-evoked Fluo4 calcium flux; stronger effect = lower value. B-score at 10 µM. hit rate 0.39% among 300,000. AID 2247;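 active = B-score over 3 SD under the library average, no early fluorescence shift, positive overall ratio signal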
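test system = HEK293 cells with stable TRPC4beta plus mu-opioid receptor expression | detection = Fluo4 Ca2+ flux fluorescence | read-out = integrated fluorescence ratio relative to baseline, converted to per-well B score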
Numbers without * were called inactive; i = inactive; ? = inconclusive; · = not tested or not shown.

SMILES	TRPC6 inhibitor	IEC-6 tox	MrgX1 antag	HIF activator	SKKanGAS inh	TRPC4 potent	aSyn 5UTR inh	TRPC6 act	KLF5 inhibitor	TRPC4 agonist	TRPC4 block
O=C(Nc1nc2ccccc2s1)c1ccc2c(c1)OCO2	i	-12	i	-1.1	-11	i	?	i	-86	i	i
CCc1ccccc1Nc1nc2ccccc2n1C	i	7	i	0.3	8	i	-1	i	-18	i	i
COc1ccc(C)cc1NC(=O)c1ccc(OC(F)F)cc1	i	-4	i	0.4	-4	i	-27	i	-26	i	i
COc1cc(NC(=O)CN(C)Cc2ccc(OC(F)F)cc2)c(C)cc1[N+](=O)[O-]	i	-3	i	-0.1	7	i	6	i	-15	i	i
CCN1C(=O)C(O)(CC(=O)c2ccc(-n3cccc3)cc2)c2ccccc21 (stereo not drawn)	i	-6	i	0.2	0	i	7	i	-33	i	i
COc1ccc(-c2nnc(NC(=O)c3ccccc3[N+](=O)[O-])s2)c(OC)c1	i	-5	i	0.0	0	i	-15	i	-18	i	i
COc1cc(NC(=O)C2CCCO2)c(OC)cc1Cl (stereo not drawn)	i	-2	i	-0.4	0	i	18	i	-19	i	i
CCn1nc(C)cc1C(=O)N1CCCC(N2CCN(c3ccccc3OC)CC2)C1 (stereo not drawn)	i	2	i	-0.7	-3	i	12	i	-4	i	i
Nc1nonc1-n1nnc(C(=O)N/N=C/c2ccccc2)c1CSc1ccccc1	i	2	i	0.3	-1	i	-4	i	-7	i	i
CC(C)(C)C(=O)COC(=O)CCc1nc2ccccc2[nH]c1=O	i	-4	i	-0.1	-5	i	9	i	-3	i	i
CCCc1cc(C(=O)Cc2nc3ccccc3s2)c(O)cc1O	i	1	i	1.2	16	i	-57	i	-39	i	i
O=C(CSc1cccc[n+]1[O-])Nc1ccc2c(c1)OCO2	i	10	i	-0.3	14	i	-25	i	12	i	i
CCN(CC)S(=O)(=O)c1cccc(NC(=O)COC(=O)C2COc3ccccc3O2)c1 (stereo not drawn)	i	-6	i	-0.1	-1	i	21	i	-9	i	i
CC1(C)C2([N+](=O)[O-])CN3CC1([N+](=O)[O-])CN(C2)C31CCCC1	i	1	i	0.4	-5	i	-20	i	-20	i	·
Cc1nc2c(-c3ccccc3)c(C)nn2c(C)c1CCC(=O)N1CCOCC1	i	1	i	0.5	-5	i	28	i	-44	i	i
c1ccc2c(c1)nc(CN1CCOCC1)n1c3ccccc3nc21	i	-6	i	0.2	2	i	7	i	-5	i	i
CCCOc1ccc(-c2nc(C#N)c(N3CCc4ccccc4C3)o2)cc1	i	-7	i	-0.2	2	i	-24	i	-9	i	i
CCOC(=O)N=Nc1c(O)n(CC)c2ccccc12	i	1	i	0.1	2	i	-5	i	-17	i	i
CC(=O)OCC(OC(C)=O)C(OC(C)=O)C(OC(C)=O)C(=O)Nc1ccccc1C (stereo not drawn)	i	-4	i	-0.3	-4	i	2	i	-15	i	i
O=C1[C@H]2[C@@H](c3ccc(Cl)cc3)N3C(=O)N(c4cccc(Br)c4)C(=O)[C@@]3(Cc3ccc(Cl)cc3)[C@H]2C(=O)N1C1CCCCC1	i	18	i	-0.6	2	i	29	i	16	i	i
CC(=O)Nc1ccccc1C(=O)N1CCc2ccccc21	i	2	i	-0.1	-9	i	17	i	-9	i	i
COc1ccc(OC)c(S(=O)(=O)N2CCN(C(=O)c3ccco3)CC2)c1	i	-3	i	-6.2	-3	i	8	i	-19	i	i
CCN(CC)CCOC(=O)c1ccc(N/C=C(/C#N)c2nc(-c3ccc(OC)cc3)cs2)cc1	i	-6	i	0.5	23	i	14	i	0	i	i
Nc1nnc(CCCCCCCCCCc2nnc(N)s2)s1	i	-7	i	-0.1	0	i	-21	i	-10	i	i
Cc1ccc(NC(=O)CN2C(=O)COc3ccc(S(=O)(=O)N4CCOCC4)cc32)cc1N(C)C	i	4	i	-0.1	-3	i	-4	i	-18	i	i

The closing 2 compounds of the section before open the next one.
SMILES	TRPC6 inhibitor	IEC-6 tox	MrgX1 antag	HIF activator	SKKanGAS inh	TRPC4 potent	aSyn 5UTR inh	TRPC6 act	KLF5 inhibitor	TRPC4 agonist	TRPC4 block
Nc1nnc(CCCCCCCCCCc2nnc(N)s2)s1	i	-7	i	-0.1	0	i	-21	i	-10	i	i
Cc1ccc(NC(=O)CN2C(=O)COc3ccc(S(=O)(=O)N4CCOCC4)cc32)cc1N(C)C	i	4	i	-0.1	-3	i	-4	i	-18	i	i
O=C(CSC(=S)N1CCCCC1)Nc1nc(-c2ccccc2)c(-c2ccccc2)o1	i	4	i	0.0	50*	i	11	i	7	i	i
CCOC(=O)c1cc(NC(=O)c2ccoc2C)cc(C(=O)OCC)c1	i	5	i	0.6	0	i	11	i	-11	i	i
O=C(N/N=C\c1ccc(OC(=O)c2cccs2)cc1)c1ccc(Cl)cc1	i	6	i	0.4	-2	i	-25	i	-32	i	i
CCN(CC)S(=O)(=O)c1cccc(NC(=O)C2CC(=O)N(c3ccc4c(c3)OCCO4)C2)c1 (stereo not drawn)	i	·	i	-1.2	2	i	10	i	·	i	i
CCN(CC)c1ccc(S(=O)(=O)N2CCOCC2)cc1NC(=O)CN1CCc2ccccc2C1	i	0	i	-0.4	-5	i	1	i	3	i	i
Cc1cc2ccccn2c1C(=O)c1ccc([N+](=O)[O-])cc1[N+](=O)[O-]	i	-1	i	-2.7	1	i	-2	i	-7	i	i
Cc1cc(C)c(OCC(=O)Nc2nc(-c3ccccn3)cs2)c(C)c1	i	8	i	-0.9	97*	i	23	i	-14	i	i
CCCn1nc(NS(=O)(=O)c2ccc(F)cc2)c2cc3ccccc3nc21	i	2	i	-0.3	9	i	23	i	-9	i	i
Cc1ccc(N(C(=O)c2nsc(Cl)c2Cl)C(C(=O)NC2CCCC2)c2ccc(O)cc2)cc1C (stereo not drawn)	i	8	i	1.6	9	i	-50	i	-10	i	i
Cc1c(C)n2c(SCC(=O)N3CCN(c4ccccc4)CC3)nnc2[nH]c1=O	i	·	i	-0.6	-10	i	-2	i	·	i	i
O=C(CN1C(=O)NC2(CCc3ccccc3C2)C1=O)Nc1ccc(F)cc1 (stereo not drawn)	i	0	i	-1.2	-3	i	0	i	-12	i	i
COc1ccccc1N1CCN(C(C)C(=O)Nc2ccc(S(=O)(=O)N3CCOCC3)cc2)CC1 (stereo not drawn)	i	-4	i	-0.5	12	i	-31	i	9	i	i
CCCCc1ccc(S(=O)(=O)Nc2ccc(C)c(NS(C)(=O)=O)c2)cc1	i	2	i	-0.2	11	i	-2	i	1	i	i
O=C(NC1CCCC1)c1cc(-c2cccc(Cl)c2)on1	i	10	i	1.3	7	i	-186	i	-126	i	i
COC(=O)c1ccc2nc(NC(=O)CN3C(=O)CCC3=O)sc2c1	i	6	i	0.9	3	i	21	i	9	i	i
O=C(C1CCOCC1)N1CCCC(N2CCN(c3ccc(F)cc3)CC2)C1 (stereo not drawn)	i	1	i	0.2	-5	i	13	i	12	i	i
COc1cccc(N(CC(=O)NC2CCCC2)C(=O)CCC(=O)Nc2cc(C)on2)c1	i	1	i	-0.4	2	i	-6	i	-17	i	i
O=C(NCc1cccs1)c1ccc([N+](=O)[O-])cc1Cl	i	-3	i	0.9	-1	i	5	i	-16	i	i
O=C(O)CSC1=NC(=Nc2cccc(Cl)c2)C2(CCCCC2)N1c1ccccc1	i	2	i	0.0	3	i	-58	i	-21	i	i
CC(C)N(Cc1ccccc1)C(=O)CN1C(=O)COc2ccc(S(=O)(=O)N3CCCCCC3)cc21	i	-1	i	-0.9	-3	i	16	i	-15	i	i
CCN(CC)CCN(C(=O)c1ccc([N+](=O)[O-])cc1)c1nc2c(OC)cccc2s1	-6.3*	-1	i	0.2	-3	i	-1	i	-41	i	i
Cn1c(SCC(=O)N/N=C/C=C\c2ccco2)nc2ccccc21	i	5	i	0.1	-7	i	-50	i	10	i	i
O=C(Cn1nc(Cl)nc1Cl)Nc1ccccc1	i	-2	i	1.7	4	i	-9	i	-3	i	i
Cc1nc(SCC(=O)NCCc2ccccc2)n[nH]1	i	-1	i	-0.2	5	i	2	i	-7	i	i
COC(=O)c1ccncc1C(=O)Nc1ccc(OC)cc1	i	-7	i	0.0	5	i	-3	i	-5	i	i

Reformatted: entries from further up.
compound | TRPC6 inhibitor | IEC-6 tox | MrgX1 antag | HIF activator | SKKanGAS inh | TRPC4 potent | aSyn 5UTR inh | TRPC6 act | KLF5 inhibitor | TRPC4 agonist | TRPC4 block
Cn1c(SCC(=O)N/N=C/C=C\c2ccco2)nc2ccccc21 | i | 5 | i | 0.1 | -7 | i | -50 | i | 10 | i | i
O=C(Cn1nc(Cl)nc1Cl)Nc1ccccc1 | i | -2 | i | 1.7 | 4 | i | -9 | i | -3 | i | i

New compounds follow.
SMILES	TRPC6 inhibitor	IEC-6 tox	MrgX1 antag	HIF activator	SKKanGAS inh	TRPC4 potent	aSyn 5UTR inh	TRPC6 act	KLF5 inhibitor	TRPC4 agonist	TRPC4 block
CCOC(=O)C1=C(N)Oc2cc(C)n(C)c(=O)c2C1c1ccncc1 (stereo not drawn)	i	0	i	0.0	-5	i	18	i	21	i	i
Cc1sc2ncnc(NC(C)C(=O)O)c2c1C (stereo not drawn)	i	-8	i	-0.2	-18	i	-8	i	-8	i	i
Cc1ccc(-n2c(=O)c3cc4c(=O)n(-c5ccc(C)c(C)c5)c(=O)c4c(C(=O)c4ccc(C(=O)O)cc4)c3c2=O)cc1C	i	-1	i	0.2	10	i	-1	i	-4	i	i
CCN(CC)c1ccc(NC(=O)/C=C/c2cc(Br)ccc2OC)cc1	i	5	i	-0.4	-5	i	32	i	11	i	i
Cc1c(OCc2ccccc2)cccc1OCc1ccccc1	i	-5	i	1.9	1	i	-71	i	-14	i	i
O=C(O)Cc1n[nH]c(=O)c2ccccc12	i	-8	i	-24	-1	i	5	i	-1	i	i
O=C1NCCCC1C(=O)N1CCN(C(c2ccccc2)c2ccccc2)CC1 (stereo not drawn)	i	-3	i	0.2	-8	i	-10	i	0	i	i
S=c1[nH]nc(-c2ccc(Cl)cc2Cl)n1-c1ccccc1	i	5	i	2.1	1	i	-199	i	-88	i	i
CN(C)c1cccc(NC(=O)c2cccc3ccccc23)c1	i	-3	i	0.7	1	i	32	i	-47	i	i
